Source: PubChem (several laboratories)
MLLE-PAM2 inh: blocks PAM2 peptide binding to the PABP1 MLLE domain. GST-MLLE / FITC-PAM2 fluorescence polarization. hit rate 0.36% among 360,000. AID 588489. inhibition, % at 20 µM; in the data active means inhibition above about 35%, passing the limit was not always enough;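 further: plate controls were DMSO wells with GST-MLLE for no effect and wells lacking GST-MLLE protein for full effect; some results filed as inactive read as strong as hits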
Neddyl block: inhibitors of human cullin neddylation | TR-FRET cullin neddylation, biochemical | calls only at 25 µM | hit rate 0.58% among 360,000; in the data active means inhibition above about 36%
CendR NRP1 mod: NRP-1/CendR interaction modulation | FAM-RPARPAR peptide binding to NRP-1, fluorescence polarization | AID 602438 | inhibition, % at 25 µM | hit rate 0.85% among 360,000;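 active means inhibition or corrected inhibition above about 18%, plus a signal ratio from 0.5 to 1.5, limit read from the data, passing the limit was not always enough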; further: strong numbers were not always called active
MT1-MMP act inh: MT1-MMP (human) activation inhibition. AID 651647. hit rate 0.061% among 360,000. HT1080 RFP-PRO-GFP cells, GFP/RFP ratio fluorescence, overnight; percent of plate control window, DMSO zero. GFP/RFP ratio change, % at 20 µM;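 active means GFP/RFP ratio change of at least 30% with cell ATP level not reduced by more than half and red fluorescence within 50% of control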; further: strong numbers were not always called active
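Read-out: GFP/RFP fluorescence ratio; Test system: RFP-PRO-GFP reporter HT1080 cells; Compound dosing: single-point 20 µM compound, 1% DMSO; Times: overnight compound exposure at 37 °C.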
E coli Lon inh: inhibitors of E. coli Lon protease. hit rate 0.42% among 360,000. P0A9M0. inhibition, % at 7.94 µM. purified E. coli Lon protease, fluorescence polarization; in the data active means inhibition above about 13%, passing the limit was not always enough;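 further: 0% = enzyme with probe and DMSO and 100% = no enzyme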
Rin1-Abl PPI inh: human Rin1-Abl interaction inhibition; P00519+Q13671; TR-FRET Rin1/Abl binding, biochemical; AID 588664; hit rate 0.4% among 360,000; inhibition, % at 7.35 µM; in the data active means inhibition above about 5%, passing the limit was not always enough
SKN-1 inh: blocks SKN-1 activity in C. elegans; inhibition, % at 21.8 µM; AID 624304; hit rate 0.49% among 360,000; C. elegans VP596 Pgst-4::GFP/RFP ratio, acrylamide-induced, 24 h;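 active means interference check ratio from 0.5 to 1.5 plus GFP to RFP signal ratio inhibition reaching or exceeding a fixed threshold, cut at about 30% in these data, passing the limit was not always enough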; further: some compounds called inactive have numbers as strong as hits
bovine MsrA act: activates bovine MsrA enzyme; purified bovine MsrA, absorbance read-out; activation, % at 10.6 µM; hit rate 0.3% among 360,000; AID 602163; in the data active means activation above about 7.5%;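 further: 0% = vehicle and 100% = reference activator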
FAS TE block: inhibitors of human fatty acid synthase thioesterase domain; P49327; recombinant FAS-TE, OMFH fluorogenic substrate, fluorescence endpoint; inhibition, % at 15 µM; hit rate 0.67% among 360,000; AID 602261;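 active means compounds whose normalised, plate-corrected inhibition of enzyme fluorescence in the single-dose primary screen is 50% or more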;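 further: 0% = DMSO with enzyme and 100% = substrate without enzyme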
Starred values were filed as active, the others as inactive; i = inactive; / = no result given. An unsorted share of the library; about 4% have a hit in one of these screens.

1) COc1ccccc1NC(=O)c1ccc2c(=O)n3c(nc2c1)CCC3
2) COC(=O)C(Cc1c[nH]c2ccccc12)NC(C)=O (configuration not stated)
3) OC1(c2ccccc2F)CCN(Cc2nnnn2CCc2ccccc2)CC1
4) C[C@@H]1CN([C@H](C)CO)C(=O)CCCn2cc(nn2)CO[C@H]1CN(C)C(=O)CCC(F)(F)F
5) O=C(CCN1C(=O)c2ccc([N+](=O)[O-])cc2C1=O)Nc1ccccc1C(=O)O
6) COc1ccc(C(=O)Nc2ccc(N3CCN(C(=O)c4cccs4)CC3)cc2)cc1Br
7) O=C(CNC(=O)c1ccc(S(=O)(=O)N2CCCC2)cc1)N/N=C/c1ccc(F)cc1
8) CCOC(=O)/C=C1\SCC(=O)N1CC(=O)NC12CC3CC(CC(C3)C1)C2

screen / no.	1	2	3	4	5	6	7	8
MLLE-PAM2 inh	13.1	1.5	-4.3	-1.3	7.5	3.3	-4.7	-10.8
Neddyl block	i	i	i	i	i	i	i	i
CendR NRP1 mod	7.7	4.1	11.8	10.4	7.3	1.9	-2.7	-13.0
MT1-MMP act inh	-0.8	6.2	-0.4	3.2	7.8	-1.0	-1.4	-1.2
E coli Lon inh	-10.1	-5.9	-16.4	-6.1	-4.1	-1.8	0.2	-3.8
Rin1-Abl PPI inh	-1.2	2.0	4.8	-1.1	-2.2	3.7	-1.0	2.9
SKN-1 inh	-2.8	-8.1	-2.7	1.2	-3.0	6.4	6.3	6.9
bovine MsrA act	-3.0	-6.9	0.0	1.6	-3.1	-4.3	-3.4	-0.5
FAS TE block	-1.3	-2.7	-1.3	-11.3	-1.3	18.3	-4.5	4.6

Look-ups from above:
Reading for cpd 8 in bovine MsrA act: -0.5
Reading for cpd 4 in MT1-MMP act inh: 3.2

(listing goes on)
9) O=C(Nc1ccc(Cl)c(Cl)c1)OCc1cncs1
10) COC(=O)CC1(c2ccccc2)C(=O)c2ccccc2C1=O
11) COc1ccc(OC)c(C2N(c3cc(C)on3)C(=O)C3CCCN32)c1 (configuration not stated)
12) Cc1cc([N+](=O)[O-])ccc1-c1ccc(/C=N/NC(=O)Cc2ccccc2)o1
13) COc1cc(CNC(C)(C)CO)cc(Br)c1OCc1ccccc1
14) COc1ccccc1NC(=O)C(CC=C(Cl)Cl)C(C)=O (configuration not stated)
15) COc1ccc(CNC(=O)Cn2nc([N+](=O)[O-])c(Br)c2C)cc1OC
16) COc1ccc(OC)c(C(c2nnnn2CCC(C)C)N2CCN(C(=O)c3ccco3)CC2)c1 (configuration not stated)

screen / no.	9	10	11	12	13	14	15	16
MLLE-PAM2 inh	-0.1	6.3	-2.7	38.4	19.5	10.6	-11.6	-5.7
Neddyl block	i	i	i	i	i	i	i	i
CendR NRP1 mod	1.9	-1.3	4.7	6.7	6.5	15.6	5.3	6.4
MT1-MMP act inh	-0.7	0.9	-3.2	-1.0	1.7	-1.0	-5.7	-4.2
E coli Lon inh	5.0	-22.4	-2.7	-2.2	-7.7	-9.7	-5.2	-0.2
Rin1-Abl PPI inh	-1.0	-2.8	-1.9	-2.4	1.7	-0.2	-0.5	-4.9
SKN-1 inh	9.8	2.7	-27.5	-5.5	4.3	7.0	-8.9	-10.6
bovine MsrA act	-11.4	-6.9	-6.5	-4.6	-4.3	-3.7	-1.6	-7.6
FAS TE block	9.4	-0.7	-8.2	-4.9	-7.5	-4.1	7.2	-1.5

Three compounds from above, limited to SKN-1 inh.
#	smiles	SKN-1 inh
1	COc1ccccc1NC(=O)c1ccc2c(=O)n3c(nc2c1)CCC3	-2.8
2	COC(=O)C(Cc1c[nH]c2ccccc12)NC(C)=O (configuration not stated)	-8.1
3	OC1(c2ccccc2F)CCN(Cc2nnnn2CCc2ccccc2)CC1	-2.7

Gathered by group, those above with a nitro group on carbon
5) O=C(CCN1C(=O)c2ccc([N+](=O)[O-])cc2C1=O)Nc1ccccc1C(=O)O
12) Cc1cc([N+](=O)[O-])ccc1-c1ccc(/C=N/NC(=O)Cc2ccccc2)o1
15) COc1ccc(CNC(=O)Cn2nc([N+](=O)[O-])c(Br)c2C)cc1OC

screen / no.	5	12	15
MLLE-PAM2 inh	7.5	38.4	-11.6
Neddyl block	i	i	i
CendR NRP1 mod	7.3	6.7	5.3
MT1-MMP act inh	7.8	-1.0	-5.7
E coli Lon inh	-4.1	-2.2	-5.2
Rin1-Abl PPI inh	-2.2	-2.4	-0.5
SKN-1 inh	-3.0	-5.5	-8.9
bovine MsrA act	-3.1	-4.6	-1.6
FAS TE block	-1.3	-4.9	7.2

Further records
17) CCOc1ccc(S(=O)(=O)NCCC(=O)N(C)Cc2ccc(C)o2)cc1
18) O=C(C1CCN(Cc2ccc(Cl)cc2)CC1)N1CCN(Cc2ccc3c(c2)OCO3)CC1
19) CC(C)COC(=O)CCn1[nH]c(=O)c2ccccc2c1=O
20) CC(=O)c1cccc(NC(=O)C2Cc3c(-c4ccc(Cl)cc4)ccnc3O2)c1 (configuration not stated)
21) COc1cc(Br)c(CN2C(=O)NC3(CCCCCC3)C2=O)cc1OC
22) CCNc1nc(Oc2ccc(F)cc2)cc(C(F)(F)F)n1
23) COc1ccc(NC(=S)NNC(=O)Cn2nc([N+](=O)[O-])cc2C)cc1
24) C=CCN1C(=O)/C(=C/c2ccc(-c3ccc(F)cc3)o2)SC1=S

screen / no.	17	18	19	20	21	22	23	24
MLLE-PAM2 inh	3.3	-2.8	-1.2	-2.6	-3.4	4.8	3.1	-117.8
Neddyl block	i	i	i	i	i	i	i	i
CendR NRP1 mod	7.5	17.0	-5.5	-10.6	-2.9	18.3	-3.2	-128.7
MT1-MMP act inh	2.2	5.1	-2.0	-0.6	-2.0	-1.9	-1.2	-38.5
E coli Lon inh	-17.1	3.9	5.4	-2.8	-10.7	-4.5	-1.8	-17.6
Rin1-Abl PPI inh	1.8	-0.2	-3.7	-1.9	-1.2	0.1	0.2	1.0
SKN-1 inh	-1.5	3.9	7.7	-0.5	-4.6	12.0	98.0	23.8
bovine MsrA act	-0.7	-3.2	-2.9	-0.3	-3.8	0.9	-4.1	-1.9
FAS TE block	-4.6	-3.7	-10.0	15.5	3.8	12.4	-6.2	-13.2

25) O=C(CSc1nnnn1-c1cccnc1)Nc1ccc(OCc2ccccc2)cc1
26) CC(=O)N1CCN(C2c3cccc4cccc(c34)C2NS(=O)(=O)c2ccccc2)CC1 (configuration not stated)
27) COc1ccc(N2CCN(C(=O)c3ccc(C(C)(C)C)cc3)CC2)cc1
28) N#Cc1ccccc1CSc1ncccc1C(=O)O
29) Cc1nc2ccc(NC(=O)CS(=O)(=O)c3ccccc3)cc2s1
30) O=C(/C=C/c1cccc([N+](=O)[O-])c1)NC(=S)Nc1cccc(NC(=O)c2ccccc2Cl)c1
31) Cc1c(NC(=O)CSCc2ccc(Br)cc2)c(=O)n(-c2ccccc2)n1C
32) O=[N+]([O-])c1c(Nc2ccccc2)ccc2nonc12

screen / no.	25	26	27	28	29	30	31	32
MLLE-PAM2 inh	-5.6	-8.5	-1.0	2.3	5.2	14.5	-13.7	7.6
Neddyl block	i	i	i	i	i	i	i	i
CendR NRP1 mod	-5.4	10.1	17.4	11.9	13.8	-0.2	8.0	3.9
MT1-MMP act inh	5.1	2.6	3.3	-0.8	-1.0	-8.5	1.6	4.8
E coli Lon inh	1.5	-5.7	-0.9	5.7	-5.4	7.1	0.3	-11.6
Rin1-Abl PPI inh	3.2	1.4	0.3	0.8	2.7	-1.0	0.6	-6.1
SKN-1 inh	8.6	-4.2	-15.1	10.2	-7.4	-1.9	1.2	-3.0
bovine MsrA act	-8.5	0.7	-15.1	-2.7	-3.3	3.9	-4.1	-1.9
FAS TE block	-0.2	3.9	1.9	-0.8	-4.8	-1.3	-1.3	-5.7

33) Cc1cc(C)c(S(N)(=O)=O)c(C)c1N(C)S(=O)(=O)c1ccccc1
34) COc1cc(CN(C)CCc2ccccn2)cc(OC)c1OC
35) Cc1cc(OC(C)C(=O)N(Cc2ccco2)C2CCS(=O)(=O)C2)ccc1Cl (configuration not stated)
36) CC(=O)N(C)C[C@H]1Oc2cc(Br)ccc2S(=O)(=O)N([C@H](C)CO)C[C@@H]1C
37) CN(C)C(=O)C[n+]1ccc(/C=N/O)cc1
38) O=C(Nc1ccc(F)cc1F)NC1CC1
39) C=CCn1c(SCC(=O)N(C)C2CCS(=O)(=O)C2)nc2ccccc2c1=O (configuration not stated)
40) COc1ccc(Cn2c(=O)[nH]c3cc(C(=O)NCCCN4CCCC4)ccc3c2=O)cc1

screen / no.	33	34	35	36	37	38	39	40
MLLE-PAM2 inh	15.1	1.9	-0.7	6.3	14.6	5.9	-28.7	-35.8
Neddyl block	i	i	i	i	i	i	i	i
CendR NRP1 mod	7.6	0.0	21.4	7.2	-11.7	0.4	-2.4	-4.0
MT1-MMP act inh	7.2	7.2	0.6	-0.6	5.1	1.0	-0.4	-0.5
E coli Lon inh	-4.1	7.6	5.1	-7.6	0.8	-6.2	0.4	-2.1
Rin1-Abl PPI inh	-0.3	-0.9	-1.2	1.5	1.5	5.9	3.9	0.7
SKN-1 inh	1.6	8.9	-14.7	3.3	-12.8	-5.7	1.6	17.1
bovine MsrA act	-3.2	-3.4	2.5	-6.6	-10.5	-11.9	-0.9	-8.2
FAS TE block	-0.2	-10.7	1.2	-5.0	-7.9	-5.3	-6.7	-1.2

41) O=C(NCCCCC(NC(=O)c1ccc([N+](=O)[O-])cc1)C(=O)O)c1ccc([N+](=O)[O-])cc1 (configuration not stated)
42) CCOc1ccc(NC(=O)c2ccc3c(=O)n(-c4ccc(OC)cc4OC)c(=S)[nH]c3c2)cc1
43) COc1ccc(OCCNC(=O)c2cc(C3CC3)nc3c2cnn3C(C)C)cc1
44) C/C(=C\C(=O)c1ccccc1)NNc1nc2ccccc2s1
45) Cn1c(SCC(=O)c2ccccc2)nnc1-c1ccco1
46) N#C/C(=C/c1ccc(OCc2ccccc2)cc1)C(=O)NC1CCCCC1
47) CCn1nnc2cc(C(=O)Nc3ccc(C(=O)OC(C)C)cc3)ccc21
48) Cc1ccc(/C(N)=N/OC(=O)c2ccco2)cc1

screen / no.	41	42	43	44	45	46	47	48
MLLE-PAM2 inh	-6.1	24.2	-2.5	2.0	10.5	-7.9	-10.2	2.5
Neddyl block	i	i	i	i	i	/	i	i
CendR NRP1 mod	17.0	-3.0	-9.4	-0.3	0.8	4.1	3.9	4.5
MT1-MMP act inh	2.7	-6.2	-3.9	-3.8	0.7	3.7	7.9	-0.2
E coli Lon inh	1.6	-4.1	0.3	1.8	-0.6	4.1	-9.5	-0.9
Rin1-Abl PPI inh	1.0	1.9	-2.5	4.4	-0.1	2.2	-2.6	-0.9
SKN-1 inh	4.7	6.4	1.1	-0.2	6.3	10.4	-2.2	85.3*
bovine MsrA act	0.9	-2.2	-0.6	-11.1	-0.1	-1.5	-0.7	-2.3
FAS TE block	20.7	13.6	12.6	-0.6	-6.2	2.6	-3.2	-1.5

49) COc1nc(N(C)S(=O)(=O)c2ccc(C)cc2)nc(C)c1Br
50) CCN(CC)S(=O)(=O)c1ccc(NS(=O)(=O)c2ccc(F)cc2)cc1
51) C=CCNc1cc(N2CCCC2)ccc1[N+](=O)[O-]
52) O=C1CC(c2cccc(Cl)c2)CC(O)=C1C=Nc1cccc(Cl)c1 (configuration not stated)
53) Cc1csc(=O)n1CC(=O)OCC(=O)Nc1ccc(Cl)cc1F
54) CCCCC(=O)NNC(=S)NC(=O)CCC

screen / no.	49	50	51	52	53	54
MLLE-PAM2 inh	-3.1	-1.8	3.1	0.0	-0.4	3.6
Neddyl block	i	i	i	i	i	i
CendR NRP1 mod	-6.5	-1.5	-13.3	7.8	1.0	14.2
MT1-MMP act inh	0.6	9.0	11.8	-4.0	0.4	3.2
E coli Lon inh	-2.8	1.5	1.6	2.9	-0.3	1.7
Rin1-Abl PPI inh	0.4	0.6	-6.0	2.5	-2.4	-5.3
SKN-1 inh	-6.5	0.3	7.4	-5.0	1.8	2.9
bovine MsrA act	-5.5	-3.2	-2.9	-8.9	-5.2	3.7
FAS TE block	33.8	-7.8	6.2	-3.7	-3.0	-4.7
